ARNT TACC3 PPI – disruptors of ARNT/TACC3 protein interaction, primary screen, biochemical, AlphaScreen, single concentration; Transforming acidic coiled-coil-containing protein 3 (Homo sapiens), Q9Y6A5; AlphaScreen His-ARNT PAS-B/GST-TACC3 binding, luminescence; TACC3 fragment carries E629A point mutation; inhibition, % at 9.99 µM; 0.66% of 390,000 active;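 active = mean inhibition of replicates at least 50% and at least half of replicates each reaching 50%; inconclusive = half or more replicates reach 50% but mean below 50%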;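 also: 0% = complete ARNT plus TACC3 wells and 100% = ARNT alone without TACC3; many hits fall short of the cut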
C2C12 statin – suppressors of statin myotoxicity in C2C12 myotubes, primary screen, cell-based, single point, plate reader | C2C12 myotubes + simvastatin, ATP luminescence, 48 h; scaled: DMSO 0, geranylgeraniol control 100 | rescue of ATP level, % at 7.49 µM | 0.78% of 330,000 active | AID 602340, 2012;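 active = mean ATP rescue above about 67%, or every replicate alone reaching that limit, limit read from the data, passing the limit was not always enough; inconclusive = no clear call, values can overlap the other calls; inactive = mean under the limit and some replicate under it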;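 also: myotubes were challenged with 10 µM simvastatin during compound exposure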
miR122 inh – miR-122 Renilla sensor signal increase in Huh7, primary screen, miR-122 inhibitor project, cell-based, single point, plate reader; 0.3% of 340,000 active; AID 602342, 2012; activation (reporter increase), % at 12.5 µM; Huh7 miR-122 Renilla luciferase sensor, 48 h; neutral wells = 0, positive control = 100;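 active = mean replicate activation score at least 90 and every replicate individually at or above 90; inconclusive = only one of the two criteria met; inactive = neither criterion met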;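 also: higher luciferase means less miR-122 activity so hits act as miR-122 inhibitors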
SIRT5 inh – SIRT5 desuccinylase inhibitors, primary screen, biochemical, fluorescence imaging, single point, set 5. AID 652115, 2013. 1.1% of 330,000 active. NAD-dependent protein deacylase sirtuin-5, mitochondrial (Homo sapiens), Q9NXA8. inhibition, % at 15 µM. Purified SirT5, succinyl-peptide AMC, trypsin-coupled fluorescence; in the data active = inhibition above about 15%; inconclusive = no clear call, values can overlap the other calls
Target sequence (Q9NXA8 whole entry, looked up): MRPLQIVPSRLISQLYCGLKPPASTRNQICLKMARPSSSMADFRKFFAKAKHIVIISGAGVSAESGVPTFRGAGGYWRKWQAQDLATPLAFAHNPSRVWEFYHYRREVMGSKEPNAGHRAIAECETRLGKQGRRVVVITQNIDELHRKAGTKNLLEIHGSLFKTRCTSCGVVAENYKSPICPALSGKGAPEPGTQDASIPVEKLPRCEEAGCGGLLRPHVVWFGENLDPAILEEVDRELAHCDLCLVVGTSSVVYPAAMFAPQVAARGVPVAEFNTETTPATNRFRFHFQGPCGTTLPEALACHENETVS
ERp5 block – inhibitors of ERp5-driven insulin aggregation, primary screen, biochemical, turbidity, absorbance 650 nm, single point; Protein disulfide-isomerase A6 (Homo sapiens), Q15084; 90 min; inhibition, % at 9.99 µM; 0.05% of 350,000 active;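 active = mean replicate inhibition above about 25%, with every replicate also reaching it, limit read from the data, passing the limit was not always enough; inconclusive = only one of those two criteria met; inactive = neither criterion met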
Target sequence (Q15084 whole entry, looked up): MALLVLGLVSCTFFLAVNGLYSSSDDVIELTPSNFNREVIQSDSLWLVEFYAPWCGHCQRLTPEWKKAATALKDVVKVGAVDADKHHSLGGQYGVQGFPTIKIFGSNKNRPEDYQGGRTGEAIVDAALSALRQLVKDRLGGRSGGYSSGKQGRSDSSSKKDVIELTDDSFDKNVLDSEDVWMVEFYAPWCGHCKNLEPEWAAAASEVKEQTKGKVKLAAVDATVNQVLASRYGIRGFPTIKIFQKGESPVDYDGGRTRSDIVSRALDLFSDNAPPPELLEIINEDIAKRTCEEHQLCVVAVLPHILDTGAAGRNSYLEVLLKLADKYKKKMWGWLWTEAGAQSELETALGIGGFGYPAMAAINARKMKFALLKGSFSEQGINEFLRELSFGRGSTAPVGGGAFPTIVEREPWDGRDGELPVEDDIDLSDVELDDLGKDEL
esBAF inh – Bmi1 luciferase reporter increase in mESCs, primary screen, esBAF inhibitor project, mouse ES cells, Bmi1 luciferase knock-in, single point; 24 h; 100% = twice the neutral-well signal; reporter increase, % at 12.5 µM; 2% of 350,000 active; AID 602393, 2012; in the data active = activation above about 40%; inconclusive = no clear call, values can overlap the other calls;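 also: 0% = median of the plate's neutral control wells and 100% = double that signal; a rise in the Bmi1 reporter signal indicates esBAF inhibition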
Cneo AK release – Cryptococcus neoformans cell lysis inducers, primary screen, AK release luminescence, single concentration; C. neoformans lysis, adenylate kinase release luminescence, 4 h; normalised: neutral wells 0, clomiphene wells 100; lysis activity, % at 15 µM; 0.2% of 360,000 active;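 active = mean lysis activity across replicates of at least 80%, whatever share of replicates individually reach that level; inactive = mean lysis activity below 80%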
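Material: C. neoformans cells; Schedule: 4 h static compound exposure, 37 °C, read 1 h post-reagent; Measured by: adenylate kinase release luminescence; Read-out: signal increase indicating cell lysis; Controls: Clomiphene as positive lysis control.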
Active calls of the source: *; ? = inconclusive; . = no result given; & = joins results of further samples; [ ] = remark or other dose. Hits appear at their usual frequency; any-hit rate near 4%.

SMILES	ARNT TACC3 PPI	C2C12 statin	miR122 inh	SIRT5 inh	ERp5 block	esBAF inh	Cneo AK release
C=CCN(CC=C)CCOc1ccc(C)cc1[N+](=O)[O-]	6	2	-2	3	-3	53*	.
Cc1noc(C)c1NC(=O)Nc1cccc2c1O[C@@H](CN(C)Cc1ccc(Cl)c(Cl)c1)[C@H](C)CN([C@H](C)CO)C2=O	17	10	9[16.7 µM]	2	2	2	-1
C[C@H](CO)N1C[C@H](C)[C@@H](CN(C)Cc2ccc(Oc3ccccc3)cc2)Oc2c(NC(=O)Nc3cccc4ccccc34)cccc2C1=O	14	?	8[16.7 µM]	-2	3	9	-5
CC(C)NC(=O)N1C[C@H]2[C@@H](c3ccccc31)[C@H](CO)N2C(=O)c1ccccn1	-2	-10	-13[16.7 µM]	3	-2	7	-6
Cc1cc(C(=O)Nc2ccc3c(c2)C(=O)N(C)[C@H]2CC[C@@H](CC(=O)NC4CCCC4)O[C@H]2CO3)no1	-1	1	-28[16.7 µM]	1	3	3	3
C=CCn1c(SCC(=O)NC(=O)Cc2ccccc2)nnc1-c1ccccc1F	-9	1	.	-3	-8	-2	1
CN(C)C(=O)NC(NC(=S)Nc1ccccc1)C(Cl)(Cl)Cl (stereo not drawn)	0	6	-1	-2	0	1	1
COc1ccc(N=C2SC(CC(=O)Nc3ccc(F)cc3)C(=O)N2Cc2ccco2)cc1 (stereo not drawn)	-1	1	1	.	.	-5	0
O=C(CCCNC(=O)c1ccc(Cl)cc1)Nc1cccc(S(=O)(=O)N2CCCCC2)c1	2	18	-5	2	5	-11	-2
Cc1ccc(C(C(=O)NC2CCCC2)N(Cc2cccnc2)C(=O)c2snc(C(N)=O)c2N)o1 (stereo not drawn)	-43	-10	3	.	.	0	0
CC(=O)OCCCN1c2ccccc2Nc2nnc(-c3ccccc3)cc21	-3	-52	7	.	.	?	-17
O=C1c2cccc3c(N4CCCCC4)ccc(c23)C(=O)N1c1cccc(O)c1	-12	.	.	-3	2	.	.
COc1ccc(CNC(=O)C[C@@H]2CC[C@H](NC(=O)c3ccc4c(c3)OCO4)[C@H](CO)O2)cc1	4	-2	.	0	-5	4	11
COC(=O)CCC(=O)Nc1cccc(C(=O)Nc2cccc(Cl)c2)c1	-3	?	4	.	.	18	0
O=C(Nc1ccccc1)N1C[C@@H]2[C@H](c3ccccc31)[C@@H](CO)N2Cc1ccccc1Cl	-1	-12	-14[16.7 µM]	2	3	25	1
CCC(C)(C)n1nnnc1C(C(C)C)N1CCC(C(N)=O)CC1 (stereo not drawn)	.	9	2	.	.	-4	0
Cc1cccc(NC(=S)NCc2ccncc2)c1C	-5	.	.	1	6	.	.
O=C(CN1CCCC1)NCC12CC3CC(CC(C3)C1)C2	-6	-10	1	.	.	2	.
CCCCC1(C)Nc2ccccc2-c2nc3ccccc3n21 (stereo not drawn)	-24	-5	-9	.	.	?	-12
CCOc1ccc(C(=O)Nc2ccccc2C(=O)O)cc1	-4	-6	6	2	-7	7	-12
CC[C@@]1(C(=O)OC)N[C@H](CN(C)C(=O)c2ccccc2)[C@@H]2C(=O)N(Cc3ccccc3)C(=O)[C@@H]21	-1	7	.	1	-1	3	1
CCOC(=O)N1CCN(C2CCCN(C(=O)c3cccc(N(C)C)c3)C2)CC1 (stereo not drawn)	4	-2	-1	-3	-4	2	-1
CNC[C@H]1Oc2ncc(C#CC3(O)CCCC3)cc2C(=O)N([C@H](C)CO)C[C@@H]1C	2	-2	4[16.7 µM]	1	2	-1	1
CNC[C@H]1Oc2c(NS(C)(=O)=O)cccc2C(=O)N([C@H](C)CO)C[C@@H]1C	8	-8	1[16.7 µM]	-3	0	2	-2
CCOC(=O)C1CCN(CC(O)COc2ccc(S(=O)(=O)N3CCCC3)cc2[N+](=O)[O-])CC1 (stereo not drawn)	-1	6	0	5	-2	-1	8

Next section.
SMILES	ARNT TACC3 PPI	C2C12 statin	miR122 inh	SIRT5 inh	ERp5 block	esBAF inh	Cneo AK release
CCOc1cc(/C=C2\SC(=O)N(c3ccc(O)cc3)C2=O)ccc1O	-16	-9	2	9	2	8	.
COC(=O)c1ccccc1NC(=O)CN(c1cc(OC)ccc1OC)S(C)(=O)=O	4	3	6	.	.	1	0
COC(=O)c1sccc1NC(=O)Nc1cccc(Cl)c1Cl	-10	.	0	.	.	-8	12
COc1ccc(/C=C2\N=C(SC)N(C)C2=O)cc1	6	.	-11	2	-13	.	.
CCCNC(=O)Nc1ccc2c(c1)C(=O)N(C)[C@@H]1CC[C@@H](CC(=O)NC3CCC3)O[C@H]1CO2	-11	-6	25[16.7 µM]	.	.	1	2
C[C@H](CO)N1C[C@H](C)[C@H](CN(C)Cc2ccccc2)Oc2ccc(NC(=O)C3CC3)cc2C1=O	14	-20	9[16.7 µM]	0	-2	-2	0
CCN(CC)CCCNC(=O)c1ccc2c(Cl)c3c(nc2c1)CCCC3	-1	.	.	-4	3	.	.
CC(C)=CCN1CCN(Cc2cn(C(C)C)c3ccccc23)CC1CCO (stereo not drawn)	2	-9	-1	22*	-2	3	0
C[C@@H]1CN([C@H](C)CO)C(=O)c2cc(Br)cnc2O[C@@H]1CN(C)Cc1ccccn1	-1	4	10[16.7 µM]	-1	4	1	-5
Cc1cc(C(=O)CN2C(=O)C(=O)N(Cc3ccccc3)C2=O)c(C)n1-c1ccc2c(c1)OCCO2	5	.	.	0	8	.	.
C[C@@H]1CN([C@@H](C)CO)C(=O)c2cc(NC(=O)Cn3cnnn3)ccc2O[C@@H]1CN(C)S(=O)(=O)c1cccs1	2	12	1[16.7 µM]	-3	0	4	2
COC(=O)[C@H]1Cc2c([nH]c3ccccc23)[C@H](c2ccccc2)N1	7	-1	2	0	-3	0	-1
CO[C@H](CN(C)Cc1cc(F)ccc1F)[C@H](C)CN(C(=O)Nc1ccc(F)cc1)[C@H](C)CO	-4	0	.	14	-2	2	8
COc1cc2c(cc1OC)CN(S(=O)(=O)c1ccc3c(c1)OCCO3)CC2	11	-3	-8	.	.	-5	0
Cn1cc(Cl)c(C(=O)N/N=C/c2ccc(OS(=O)(=O)c3ccccc3)cc2)n1	-1	-12	3	.	.	6	-2
COc1cc(C2/C(=C(\O)c3ccc4c(c3)CC(C)O4)C(=O)C(=O)N2CCCn2ccnc2)ccc1O (stereo not drawn)	4	-4	3	.	.	-3	-6
Cn1nc(CC(=O)NCCN2C(=O)CSC2=O)c2ccccc2c1=O	7	.	3	.	.	-5	3
Cc1cccc(NC(=O)C2(c3ccccc3)CCOCC2)c1	-8	3	.	4	-4	-1	.
CCC1(CC)Cc2ccccc2C(N)=C1C#N	2	-24	2	.	.	3	3
C[C@H]1CCCCO[C@H](CN(C)C(=O)Nc2ccc(C(F)(F)F)cc2)[C@@H](C)CN([C@@H](C)CO)C(=O)c2cc(NS(C)(=O)=O)ccc2O1	2	.	-2[16.7 µM]	11	1	1	0
COc1ccc(NC(=O)Nc2cccc3c2O[C@H](CN(C)S(=O)(=O)c2ccccc2)[C@@H](C)CN([C@H](C)CO)C3=O)cc1	-9	-14	12	1	-3&-3	-10	3
CC1(C)CC(=O)/C(=C(\O)Cc2ccccc2)C(=NCCCCCC(=O)O)C1	0	.	-3	.	.	.	6
CN(CC(=O)Nc1cccc(F)c1)C(=O)c1ccc(N2CCCCC2)c([N+](=O)[O-])c1	1	-33	-6	-2	-3	34	.
C[C@@H]1CN([C@H](C)CO)C(=O)c2cc(NC(=O)Cc3ccccc3)ccc2O[C@H]1CN(C)Cc1ccc(C(=O)Nc2ccccc2N)cc1	-2	.	20[16.7 µM]	.	5	-16	2
CCOC(=O)Cc1csc(NC(=O)c2cc(=O)c3ccccc3o2)n1	8	.	.	-1	0	.	.

Going on with the list.
SMILES	ARNT TACC3 PPI	C2C12 statin	miR122 inh	SIRT5 inh	ERp5 block	esBAF inh	Cneo AK release
Cc1ccc(NC(=O)NNC(=O)Cn2nc(-c3ccccc3)c(-c3ccccc3)c(C#N)c2=O)cc1	0	-80	104*	.	.	-5	-1
COc1cc(SC)ccc1C(=O)NCCOc1ccccc1Cl	0	.	6	.	.	35	-1
O=C(CSc1nc2[nH]ncc2c(=O)n1-c1ccccc1Br)NCc1ccco1	4	1	-49	.	.	2	-1
COc1ccc(NC(=O)Cn2cnc3sc(C)c(S(=O)(=O)N4CCN(C)CC4)c3c2=O)cc1OC	-13	.	.	1	3	.	.
O=C(N/N=C/C=C/c1ccco1)C(O)c1ccccc1 (stereo not drawn)	.	10	-4	.	.	5	0
O=C1O[C@@H](c2ccccc2)[C@@H](c2ccccc2)N2[C@@H](c3ccc(O)cc3)[C@]3(C(=O)Nc4ccc(C#CCCO)cc43)[C@@H](C(=O)NC[C@H](O)c3ccccc3)[C@H]12	9	.	.	2	-2	.	9
COc1cccc(C(=O)NCC(=O)N2CCC3(CC2)NCCc2[nH]cnc23)c1	4	13	1	-1	-2	0	-1
O=C(CCN1CCCCC1)NCC[C@@H]1CC[C@@H](NC(=O)C2CC2)[C@@H](CO)O1	9	-1	.	-2	-3	2	0
Cc1nc(-c2ccc(F)cc2)c(CC(=O)N(C)CC(=O)Nc2ccc(Br)cc2C)s1	1	-4	5	-4	1	-13	6
CCOC(=O)c1nnc(-c2ccccc2)o1	1	-3	-7	.	.	-1	3
COc1ccc(-c2nnn(CC(=O)N(CCN3CCOCC3)C(C(=O)NC3CCCCC3)c3ccco3)n2)cc1 (stereo not drawn)	-6	.	.	-2	-3	.	.
C[C@H]1CN([C@@H](C)CO)C(=O)c2cccc(NS(C)(=O)=O)c2O[C@@H]1CN(C)Cc1ccc2c(c1)OCO2	0	11	19[16.7 µM]	1	0	-5	45
CN1C(=O)c2cc(NC(=O)c3ccc(C(F)(F)F)cc3)ccc2OC[C@@H]2O[C@H](CC(=O)O)CC[C@@H]21	-2	-6	-4[16.7 µM]	4	-1	-3	0
Cc1ccccc1-c1cccc(CN2CCN(C)C(CCO)C2)c1 (stereo not drawn)	1	8	-7	10	0	-10	0
C[C@H](CO)N1C[C@H](C)[C@H](CN(C)C)Oc2ncc(C#CC(C)(C)O)cc2C1=O	8	1	-7[16.7 µM]	13	0	-9	-1
Cc1c(C(=O)OCC(=O)N2CCCCC2C)oc2ccccc12 (stereo not drawn)	.	3	.	-4	-1	36	1
Cc1cc(C)cc(CC(=O)N2CCC2(C)C(=O)NS(=O)(=O)c2ccc(Cl)s2)c1 (stereo not drawn)	.	2	-4	-12	-4	3	2
O=C(Nc1ccc(F)cc1)Nc1ccc2c(c1)[C@H]1C[C@@H](CC(=O)N3CCCCC3)O[C@@H](CO)[C@H]1O2	-4	-2	1[16.7 µM]	.	.	1	43
COC(=O)N(C)C[C@@H]1OCc2ccccc2-c2ccccc2C(=O)N([C@@H](C)CO)C[C@H]1C	-1	.	.	1	2	-2	60

Compound activity as filed in PubChem.
